SIRT5 block: sirtuin-5 (human) deacylase inhibition | inhibition, % at 15 µM | hit rate 1.1% among 330,000 | Purified SirT5, succinyl-peptide AMC, trypsin-coupled fluorescence | Q9NXA8; in the data active means inhibition above about 15%
Target sequence (Q9NXA8 whole entry, looked up): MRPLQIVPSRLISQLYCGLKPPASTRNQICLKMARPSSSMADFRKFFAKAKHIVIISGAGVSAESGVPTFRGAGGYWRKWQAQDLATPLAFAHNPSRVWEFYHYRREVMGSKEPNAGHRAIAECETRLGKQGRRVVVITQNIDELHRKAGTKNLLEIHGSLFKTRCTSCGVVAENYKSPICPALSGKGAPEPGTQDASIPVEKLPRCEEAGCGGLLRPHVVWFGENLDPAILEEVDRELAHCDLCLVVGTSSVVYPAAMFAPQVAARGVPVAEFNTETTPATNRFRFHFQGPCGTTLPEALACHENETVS
miR122 inh: inhibitors of miR-122 in Huh7 cells; Huh7 miR-122 Renilla luciferase sensor, 48 h; neutral wells = 0, positive control = 100; activation (reporter increase), % at 12.5 µM; hit rate 0.3% among 340,000; AID 602342;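 active means mean replicate activation score at least 90 and every replicate individually at or above 90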;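 further: higher luciferase means less miR-122 activity so hits act as miR-122 inhibitors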
esBAF inh: inhibitors of esBAF chromatin remodeling in mouse ES cells | AID 602393 | hit rate 2% among 350,000 | reporter increase, % at 12.5 µM | Bmi1-luciferase knock-in reporter, 24 h; 100% = twice the neutral-well signal; in the data active means activation above about 40%;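 further: 0% = median of the plate's neutral control wells and 100% = double that signal; a rise in the Bmi1 reporter signal indicates esBAF inhibition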
Cneo AK release: causes C. neoformans cell lysis | adenylate kinase release luminescence, 4 h; normalised: neutral wells 0, clomiphene wells 100 | lysis activity, % at 15 µM | hit rate 0.2% among 360,000;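 active means mean lysis activity across replicates of at least 80%, whatever share of replicates individually reach that level; inactive means mean lysis activity below 80%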
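Material: C. neoformans cells; Schedule: 4 h static compound exposure, 37 °C, read 1 h post-reagent; Measured by: adenylate kinase release luminescence; Read-out: signal increase indicating cell lysis; Controls: Clomiphene as positive lysis control.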
ERp5 block: inhibitors of human ERp5. inhibition, % at 9.99 µM. ERp5 insulin aggregation, absorbance 650 nm, 90 min. hit rate 0.05% among 350,000. AID 651711;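 active means mean replicate inhibition above about 25%, with every replicate also reaching it, limit read from the data, passing the limit was not always enough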
Target sequence (Q15084 whole entry, looked up): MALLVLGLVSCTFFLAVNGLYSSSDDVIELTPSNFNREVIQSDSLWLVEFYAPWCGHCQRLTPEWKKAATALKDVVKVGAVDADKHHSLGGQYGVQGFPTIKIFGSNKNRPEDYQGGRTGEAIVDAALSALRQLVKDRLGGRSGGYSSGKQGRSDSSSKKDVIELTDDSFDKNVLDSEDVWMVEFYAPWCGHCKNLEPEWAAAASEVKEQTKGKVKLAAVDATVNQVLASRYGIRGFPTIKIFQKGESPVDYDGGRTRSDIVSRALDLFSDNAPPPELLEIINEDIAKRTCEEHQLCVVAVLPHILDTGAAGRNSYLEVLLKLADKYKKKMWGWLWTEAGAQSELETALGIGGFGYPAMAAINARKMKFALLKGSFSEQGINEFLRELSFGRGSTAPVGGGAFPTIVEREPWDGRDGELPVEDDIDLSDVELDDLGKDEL
C2C12 statin: protects C2C12 myotubes from simvastatin toxicity; rescue of ATP level, % at 7.49 µM; ATP luminescence, 48 h; scaled: DMSO 0, geranylgeraniol control 100; AID 602340; hit rate 0.78% among 330,000;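 active means mean ATP rescue above about 67%, or every replicate alone reaching that limit, limit read from the data, passing the limit was not always enough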;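 further: myotubes were challenged with 10 µM simvastatin during compound exposure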
ARNT TACC3 PPI: disruptors of human ARNT/TACC3 interaction; Q9Y6A5; AlphaScreen His-ARNT PAS-B/GST-TACC3 binding, luminescence; TACC3 fragment carries E629A point mutation; inhibition, % at 9.99 µM; hit rate 0.66% among 390,000; AID 623870;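 active means mean inhibition of replicates at least 50% and at least half of replicates each reaching 50%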;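 further: 0% = complete ARNT plus TACC3 wells and 100% = ARNT alone without TACC3; many hits fall short of the cut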
* hit, by the source's call; . = not tested or not shown; & = joins results of further samples; [ ] = dose if it differs, or a comment.

Preview, 2 compounds:
SMILES	SIRT5 block	miR122 inh	esBAF inh	Cneo AK release	ERp5 block	C2C12 statin	ARNT TACC3 PPI
COC(=O)c1cc2c(C)nn(C)c2s1	1	.	.	.	0	.	-11
O=C(N/C(=C/c1ccc(Br)cc1)C(=O)N1CCCC1)c1ccccc1F	-1	6	-9	2	7	4	4

The whole of this part (from the top)
SMILES	SIRT5 block	miR122 inh	esBAF inh	Cneo AK release	ERp5 block	C2C12 statin	ARNT TACC3 PPI
COC(=O)c1cc2c(C)nn(C)c2s1	1	.	.	.	0	.	-11
O=C(N/C(=C/c1ccc(Br)cc1)C(=O)N1CCCC1)c1ccccc1F	-1	6	-9	2	7	4	4
COc1ccc(NC(=O)Nc2ccc3c(c2)C(=O)N([C@H](C)CO)C[C@H](C)[C@@H](CN(C)S(=O)(=O)c2ccc(OC)cc2)OCCCC[C@H](C)O3)cc1	.	0[16.7 µM]	4	-2	.	.	-6
Cc1ccc(-n2c(SCC(=O)NCC3CCCO3)nc3n[nH]c(C)c3c2=N)cc1Cl (stereo not drawn)	.	6	-13	1	.	.	-10
O=P(CCN1CCCCC1)(c1ccccc1)c1ccccc1	.	-1	-5	1	.	3	-9
Cc1ccc(C)c(C(O)c2ncc(-c3ccc(Cl)cc3)[nH]2)c1 (stereo not drawn)	-1	9	1	-1	3	5	.
Cc1cccc(NC(=O)C(C)SCc2nc3sc(C)c(C)c3c(=O)[nH]2)n1 (stereo not drawn)	-2	.	-4	4	3	-4	-2
COc1ccc(CSc2nnc(NC(C)=O)s2)cc1[N+](=O)[O-]	-5	.	.	.	-13	.	-16
CCCCC#Cc1cncc(C(=O)NN)c1	-3	.	-5	.	2	1	4
Cn1ccnc1SCC(=O)n1c2c(c3ccccc31)CCCC2	.	-1	-2	13	.	3	1
CCOC(=O)C1=CCC(c2ccccc2)N(S(=O)(=O)c2ccccc2C)C1 (stereo not drawn)	0	2	4	2	-2	3	.
O=[N+]([O-])c1ccccc1OCCOCCOc1cccc2cccnc12	-3	.	.	.	6	.	-2
CC=Cc1ccc2n(c1=O)C[C@H]1[C@H](CO)[C@@H](C(=O)N3CCCCC3)[C@@H]2N1C(=O)C1CCC1 (mixture of isomers)	-20	.	-2	-1	-1	-10	2
CCOC(=O)c1ccc(NC(=O)c2nc[nH]c2C(=O)NCCNC(=O)c2[nH]cnc2C(=O)Nc2ccc(C(=O)OCC)cc2)cc1	-3	-6	-29	-1	-14	11	.
C[C@@H]1CN([C@H](C)CO)C(=O)c2cc(NC(=O)Nc3ccc(F)cc3)ccc2O[C@H]1CN(C)C(=O)Nc1ccc(C(F)(F)F)cc1	.	5[16.7 µM]	11&7	-1	.	-5	1
COc1ccc(N2CCN(C(=O)c3[nH]c(C(F)(F)F)nc3-c3ccccc3)CC2)cc1	1	2	0	2	-3	-1	.
FC(F)(F)c1cc(N2CCNCC2)c2ccccc2n1	-2	.	-3	.	3	-13	-4
O=C(c1c(O)c2ccccc2oc1=O)C1CCC1	.	-3	23	1	.	-4	-2
CCCCC(=O)Nc1ccc(C(=O)Nc2ccc3c(c2)OCO3)cc1	-5	.	0	1	-1	-69	-3
CC(C)(C)c1cc(=O)[nH]c(SCc2ccccc2)n1	2	.	.	.	-1	.	-7
CCOC(=O)CN1N=C(/C=C/c2ccc(OC)cc2)CCC1=O	.	-8	11	1	.	-5	6
O=C(CSc1nnc(CNc2ccc(F)cc2)o1)OC1CCCCC1	.	13	2	2	.	8	-4
O=C(CCc1ccc(S(=O)(=O)N2CCOCC2)cc1)OCC(=O)c1ccc(Br)cc1	-5	-4	-9	-2	-10	2	-5
Cc1noc(C)c1S(=O)(=O)N(C)C[C@@H]1OCCCC[C@H](C)Oc2ccc(NS(=O)(=O)c3ccc(F)cc3)cc2C(=O)N([C@@H](C)CO)C[C@H]1C	.	-4[16.7 µM]	1	-10	.	.	4
Cn1c(=O)n(C)c2cc(S(=O)(=O)Nc3ccc(F)cc3)ccc21	.	44	2	-1	4	2	-9
CN(C)c1ccc(C(=O)n2nnc3ccccc32)cc1	.	2	-11	-12	.	8	-8
CN=C(NC(=O)Nc1c(C)cccc1C)NC(=O)Nc1c(C)cccc1C	1	-3	-10	2	4	-2	.
CC(=O)Cc1nsc(NC(=O)c2cn(-c3ccccc3)nc2-c2ccc(Br)cc2)n1	.	-13	-3	1	.	8	-4
CC(C)(C)C1CCC(=NNC(=O)c2cc(-c3ccccc3)n[nH]2)CC1 (stereo not drawn)	3	-6	-1	6	6	-3	-7
COC(=O)[C@H](CC(C)C)NC(=O)Nc1ccc2c(c1)OCCO2	6	-1	-11	.	3	-7	1
O=C(COC(=O)/C=C/c1cccc(Br)c1)NC1CCCCCC1	-4	-5	-1	1	-7	-19	-1
O=C(CCN1C(=O)c2ccccc2C1=O)Nc1cc(F)ccc1F	.	3	3	-2	.	13	.
CCN1CC2=C(OC(N)=C(C#N)C2c2cccs2)/C(=C/c2cccs2)C1 (stereo not drawn)	.	-8	4	-10	.	-5	41
Nc1ncnc(Sc2ccccc2)c1[N+](=O)[O-]	1	.	.	.	-2	.	1
CC/C(O)=C1\C(=O)CC(c2ccccc2)CC1=NCCc1c(C)[nH]c2ccc(C)cc12 (stereo not drawn)	9	.	1	-1	5	3	-1
Cc1cc(Nc2ccccc2F)n2nc(C)nc2n1	5	7	-3	4	0	-3	17
CC(C)(C)C(=O)O/N=C(\N)c1ccc(Oc2cc(Cl)cc(Cl)c2)c([N+](=O)[O-])c1	0	.	.	.	0	.	-20
CCCCN(C)Cc1c(C)[nH]c2ccc(C)cc2c1=O	.	-7	-5	-2	.	-12	-5
CCCNC(=O)[C@@H]1[C@@H](CO)[C@@H]2Cn3c(ccc(C4=CCCC4)c3=O)[C@@H]2N1Cc1ccccc1	7	1[16.7 µM]	0	0	0	19	11
NN=C1c2ccccc2-c2ccc(N)cc21	-1	5	.	-1	3	5	8

14 structures from above, sorted by heavy-atom count, rising:
SMILES	SIRT5 block	miR122 inh	esBAF inh	Cneo AK release	ERp5 block	C2C12 statin	ARNT TACC3 PPI
NN=C1c2ccccc2-c2ccc(N)cc21	-1	5	.	-1	3	5	8
Nc1ncnc(Sc2ccccc2)c1[N+](=O)[O-]	1	.	.	.	-2	.	1
Cc1cc(Nc2ccccc2F)n2nc(C)nc2n1	5	7	-3	4	0	-3	17
CCCCN(C)Cc1c(C)[nH]c2ccc(C)cc2c1=O	.	-7	-5	-2	.	-12	-5
O=C(COC(=O)/C=C/c1cccc(Br)c1)NC1CCCCCC1	-4	-5	-1	1	-7	-19	-1
O=C(CCN1C(=O)c2ccccc2C1=O)Nc1cc(F)ccc1F	.	3	3	-2	.	13	.
O=C(CSc1nnc(CNc2ccc(F)cc2)o1)OC1CCCCC1	.	13	2	2	.	8	-4
CCN1CC2=C(OC(N)=C(C#N)C2c2cccs2)/C(=C/c2cccs2)C1 (stereo not drawn)	.	-8	4	-10	.	-5	41
CN=C(NC(=O)Nc1c(C)cccc1C)NC(=O)Nc1c(C)cccc1C	1	-3	-10	2	4	-2	.
CC(C)(C)C(=O)O/N=C(\N)c1ccc(Oc2cc(Cl)cc(Cl)c2)c([N+](=O)[O-])c1	0	.	.	.	0	.	-20
CC(=O)Cc1nsc(NC(=O)c2cn(-c3ccccc3)nc2-c2ccc(Br)cc2)n1	.	-13	-3	1	.	8	-4
CC/C(O)=C1\C(=O)CC(c2ccccc2)CC1=NCCc1c(C)[nH]c2ccc(C)cc12 (stereo not drawn)	9	.	1	-1	5	3	-1
CCCNC(=O)[C@@H]1[C@@H](CO)[C@@H]2Cn3c(ccc(C4=CCCC4)c3=O)[C@@H]2N1Cc1ccccc1	7	1[16.7 µM]	0	0	0	19	11
Cc1noc(C)c1S(=O)(=O)N(C)C[C@@H]1OCCCC[C@H](C)Oc2ccc(NS(=O)(=O)c3ccc(F)cc3)cc2C(=O)N([C@@H](C)CO)C[C@H]1C	.	-4[16.7 µM]	1	-10	.	.	4
